Assay outcomes: PubChem, National Center for Advancing Translational Sciences (NCATS)
AmpC inh detg: inhibitors of E. coli AmpC beta-lactamase with detergent | P00811 | Potency, µM (titrated, usually from 114 µM), inactives show at the top dose activity change, negative = inhibition, most hits filed as inhibitors | AmpC hydrolysis of nitrocefin, absorbance 480 nm, 0.01% Triton | 0.041% of 370,000 active;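 note: potency is the fitted concentration of half-maximal effect; 0% = no-compound wells and -100% = no-enzyme wells; nearly all actives have a fitted effect of over 25% in size; some results filed as inactive show a strong effect at the top dose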
Target sequence (P00811 whole entry, looked up): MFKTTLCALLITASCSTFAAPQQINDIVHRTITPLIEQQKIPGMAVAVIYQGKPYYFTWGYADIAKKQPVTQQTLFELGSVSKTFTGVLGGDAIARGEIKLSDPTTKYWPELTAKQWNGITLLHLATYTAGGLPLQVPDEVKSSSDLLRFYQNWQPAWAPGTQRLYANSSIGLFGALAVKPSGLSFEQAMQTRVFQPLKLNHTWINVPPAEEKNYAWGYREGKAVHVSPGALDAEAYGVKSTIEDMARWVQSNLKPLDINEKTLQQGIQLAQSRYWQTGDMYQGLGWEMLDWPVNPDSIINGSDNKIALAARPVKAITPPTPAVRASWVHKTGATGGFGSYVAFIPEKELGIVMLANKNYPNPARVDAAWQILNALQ
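AmpC (5.3 nM in the dispensed reagent) in 20 mM phosphate pH 7.0 with 0.01% (detergent screen) or 0.0001% Triton X-100 was preincubated with compounds for 15 min at room temperature. Nitrocefin was then added from an 800 uM solution, and hydrolysis was followed at 480 nm.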
AMA1-RON2 inh: AMA1-RON2 (P. falciparum) interaction inhibition; AlphaScreen AMA1-biotinylated RON2 peptide binding; Potency, µM (titrated, usually from 58.2 µM), inactives show top-dose activity change, negative = inhibition, usual class: inhibitors; 0.2% of 360,000 active;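 note: potency is the fitted concentration of half-maximal effect; 0% = vehicle wells and -100% = peptide control; nearly all actives have a fitted effect of over 45% in size; some results filed as inactive show a strong effect at the top dose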
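AMA1 (3D7) with his tag at 25 nM final met compounds first, then biotinylated RON2 peptide at 25 nM; detection used donor plus acceptor beads, 10 µg/mL apiece, read by AlphaScreen after 30 min at room temperature.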
HCMV inh: blocks human cytomegalovirus replication. activity change, negative = inhibition, % at 57.5 µM. AID 1259415. HFF cells, HCMV-luciferase reporter, 72 h; active compounds read low. 4.5% of 410,000 active; in the data active = activity change below about -60%; inconclusive = no clear call, values can overlap the other calls; inactive = above about -39%; note: % is set by controls: 0 for no effect and ±100 for the full control effect
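Human foreskin fibroblasts infected with luciferase-reporter HCMV at MOI 1 PFU/cell, compounds at two doses. Luciferase measured 72 h post infection; normalized to buffer-only basal and Salinomycin (10uM) controls.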
Cycloheximide cs: counter-screen hit for Shiga toxin inhibitors, cycloheximide; cell reporter, cycloheximide protein synthesis inhibition counterscreen; AID 2314; 12% of 300,000 active; max response, %; in the data active = max response mostly above about 13%, no sharp cut-off; inactive = mostly below about 14%; note: read at 38.3 µM for the half of the compounds with a filed dose; 0% is about no effect
FBPA Giardia inh: Giardia lamblia aldolase inhibition. Potency, µM (doses to about 59.6 µM), inactives show at the top dose activity, negative = inhibition, hits mostly inhibitors. A8B2U2. 0.71% of 290,000 active. purified Giardia FBPA; note: potency is the fitted concentration of half-maximal effect; % is set by controls: 0 for no effect and ±100 for the full control effect; nearly all actives have a fitted effect of over 55% in size
Target sequence (A8B2U2 whole entry, looked up): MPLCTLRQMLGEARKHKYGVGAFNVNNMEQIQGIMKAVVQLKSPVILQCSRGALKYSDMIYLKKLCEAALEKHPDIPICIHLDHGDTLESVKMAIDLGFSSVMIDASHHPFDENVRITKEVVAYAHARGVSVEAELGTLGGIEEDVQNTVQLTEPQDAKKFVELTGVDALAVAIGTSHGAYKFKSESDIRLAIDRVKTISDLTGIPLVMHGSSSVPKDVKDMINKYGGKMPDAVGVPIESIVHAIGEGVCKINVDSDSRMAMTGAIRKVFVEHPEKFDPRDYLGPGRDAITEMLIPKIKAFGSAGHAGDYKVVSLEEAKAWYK
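Giardia FBPA (40 nM reagent) was preincubated 10 min at RT with compound (up to 57.5 uM final), then substrate plus GAPDH/TPI/NAD/arsenate coupling system with diaphorase/resazurin was added; resorufin fluorescence (525/598 nm) was read after 20 min.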
AmpC inh no detg: inhibitors of E. coli AmpC beta-lactamase without detergent; Potency, µM (doses to about 57.1 µM), for inactives: at the highest dose activity change, negative = inhibition, most hits filed as inhibitors; 0.52% of 330,000 active; AmpC nitrocefin hydrolysis, absorbance 480 nm, 0.0001% Triton;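 note: potency is the fitted concentration of half-maximal effect; plate controls were no compound for no effect and no enzyme for full effect; nearly all actives have a fitted effect of over 20% in size; some results filed as inactive show a strong effect at the top dose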
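AmpC (5.3 nM in the dispensed reagent) in 20 mM phosphate pH 7.0 with 0.01% (detergent screen) or 0.0001% Triton X-100 was preincubated with compounds for 15 min at room temperature. Nitrocefin was then added from an 800 uM solution, and hydrolysis was followed at 480 nm.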
Shiga inhibitor: Shiga toxin inhibition; Vero cells, Shiga toxin protein synthesis inhibition reporter; inhibition, % at 38.7 µM; 9.2% of 290,000 active; AID 2315; in the data active = inhibition mostly above about 28%, no sharp cut-off; inactive = mostly below about 43%; note: 0% is about no effect
* = called active by the depositor; ? = inconclusive; · = not tested or not shown; & = joins results of further samples; [ ] = dose if it differs, or a comment. Unless noted, calls come from the whole dose curve; as a rule, active = well fitted curve in the direction sought with a large enough effect; inconclusive = small, poorly fitted or top-dose-only effect, or another doubt; inactive = no such curve, though single readings can be large; an effect the other way counts as inactive or inconclusive.

SMILES	AmpC inh detg	AMA1-RON2 inh	HCMV inh	Cycloheximide cs	FBPA Giardia inh	AmpC inh no detg	Shiga inhibitor
CC(=O)Nc1ccc(S(=O)(=O)Oc2ccc(Br)cc2C(=S)N2CCOCC2)cc1	2%	-13%	38	-3	·	40%	-13
COCc1c(C(N)=O)nnn1-c1nonc1N	?	-1%	-36	-1	4%	-11%	-12
CCOc1ccc(OC(=O)c2ccc3c(=O)n4c(nc3c2)CCC4)cc1	?	0%	·	·	·	91%[activator]	·
O=C(Cc1ccc(Cl)cc1)Nc1ccccc1Sc1ccccc1	-1%	25%	?	6	-5%	-35%	8
Cn1c(SCC(=O)NCc2ccc3c(c2)OCO3)nc2c(c1=O)SCC2	-4%	4%	-7	6	·	-32%	-15
CCn1c(SCC(=O)Nc2ccccc2-c2ccccc2)nnc1-c1ccoc1C	?	-10%	-26	9	-3%	20%	13
O=C(Nc1ncnc2sc3c(c12)CCCCC3)c1ccc(F)cc1	?	60%[activator]	-37	-4	12%	-21%	-7
O=C(NCC1CCCO1)C(c1ccncc1)N(Cc1cccs1)C(=O)CN1C(=O)c2ccccc2S1(=O)=O (stereo not given)	6%	11%	-26	11*	4%	233%[activator]	30
C/C(=N\NC(=O)CCn1nnc2ccccc21)c1ccco1	?	10%	37	19*	0%	-19%	35
CCNC(=O)COC(=O)c1ccc(S(=O)(=O)N2CCCCCC2)cc1	-4%	27%	16	-2	10%	2%	-17
CC(=O)c1c(C)[nH]c(C(=O)OCc2cccc(C)c2)c1C	3%	0%	-16	36*	0%	-2%	95*
Cn1nnnc1SCC(=O)Nc1ccc(Br)cc1Br	·	0%	-31	·	·	-12%	·
Cc1cc(C)n(-c2nc3ccccc3c(=O)n2OCCOc2ccccc2)n1	-8%	4%	?	2	-4%	21%	9
CCOC(=O)Cc1csc(NC(=O)Nc2cccs2)n1	2%	3%	-13	37*	-2%	-29%	48*
Cc1ccccc1C(=O)NC1CC2CCC(C1)N2Cc1ccccc1 (stereo not given)	-4%	-2%	-23	0	3%	-39%	-8
COc1ccc(S(=O)(=O)N2CCC(C(=O)NC3CC3)CC2)cc1	-4%	-6%	-12	8	5%	-2%	-9
COc1cccc(/C=N/N2CCN(c3ccc(Cl)cc3)CC2)c1OC	?	-24%	-69*	-3	0%	1%	-6
O=c1oc2c(CN3CCCCCC3)c(O)ccc2cc1-c1nc2ccccc2[nH]1	-11%	·	·	5	-19%	3%	16
COCCN(C(=O)CCC(=O)Nc1nccs1)C(C(=O)NCCC(C)C)c1ccc(F)cc1 (stereo not given)	-15%	6%	-19	-2	-3%	33%	-14
COc1cc(CNC(=O)OCC(C)C)cc(OC)c1OC	?	0%	15	-4	7%	-1%	-14
Cc1ccc(S(=O)(=O)NCC(=O)OCC(=O)N(C)C2CCS(=O)(=O)C2)cc1 (stereo not given)	-17%	-2%	-5	·	·	-5%	·
Cc1c(Cl)cccc1Nc1nc(NCCO)c2ccccc2n1	0%	-5%	7	16*	-28%	-23%	45*
c1coc(CNCCCN2CCOCC2)c1	-10%	2%	8	-3	1%	-4%	11
CS(=O)(=O)N1CCCC(C(=O)NCCc2ccccc2)C1 (stereo not given)	?	?	23	4	-2%	-1%	17
O=C1N/C(=C/c2cccn2-c2ccccc2)C(=O)N1c1cccc(Cl)c1	-14%	4%	?	35*	-1%	-36%	60*
CSc1ncc2c(n1)-c1cc(C)ccc1SC2	?	-7%	-98*	-2	5%	-13%	-20
O=C(COC(=O)c1ccccc1F)Nc1ccc2c(c1)OCCO2	?	-19%	-8	·	·	-22%	·
Cc1ccc(S(=O)(=O)C(C#N)c2nc3ccccc3nc2N2CCC(C)CC2)cc1 (stereo not given)	-2%	-5%	-16	19	-8%	-36%	6
COc1ccc(OCC(=O)N2CCN(Cc3ccc(SC)cc3)CC2)cc1	-7%&-2%	-7%	?	-2	-8%	-18%	1
CC(=O)c1c(N2CCN(Cc3ccccc3)CC2)nc(=S)n(-c2ccccc2)c1C	-2%	-1%	-34	3	-6%	71%[activator]	-11
c1ccc(Cn2c(CN3CCCC3)nc3ccccc32)cc1	?	?	9	-5	8%	-22%	-15
COc1ccc(/C=C(\C#N)C(=O)OCC(=O)NC2CC2)cc1	6%	0%	-25	5	1%	-10%	-15
Cc1cc(-n2c(SCCC#N)nnc2-c2cccnc2)ccc1Cl	6%	-7%	6	0	1%	-6%	-12
Cc1ccc(CNC(=O)c2ccc(N3CCC4(CC3)CC(c3cccc(Br)c3)=NO4)c(NC(=O)c3ccc(Cl)c([N+](=O)[O-])c3)c2)cc1	·	7%	1	·	·	?	·
Cc1nn2c(C(F)(F)F)c3c(nc2c1-c1ccccc1)CCC3	4%	0%	-29	-2	2%	-11%	14
O=C(NNS(=O)(=O)c1ccccc1[N+](=O)[O-])c1cccc(Cl)c1	-4%	6%	35	-4	1%	-33%	7

The last two records of the section before open the next one.
SMILES	AmpC inh detg	AMA1-RON2 inh	HCMV inh	Cycloheximide cs	FBPA Giardia inh	AmpC inh no detg	Shiga inhibitor
Cc1nn2c(C(F)(F)F)c3c(nc2c1-c1ccccc1)CCC3	4%	0%	-29	-2	2%	-11%	14
O=C(NNS(=O)(=O)c1ccccc1[N+](=O)[O-])c1cccc(Cl)c1	-4%	6%	35	-4	1%	-33%	7
Cc1ccc(C(=O)Nc2ccc(C(=O)N/N=C/c3ccc(C)o3)cc2)cc1	-2%	49%[activator]	-1	9	4%	?	32
C=CCn1c(SCc2cc(=O)n3ccsc3n2)nnc1C1CCCCC1	0%	-12%	22	-2	-5%	-27%	-7
CC1=C(C(=O)Nc2ccc(Cl)cc2)C2(CCCCC2)C(C(N)=O)C(=S)N1 (stereo not given)	-12%	·	?	-2	0%	-7%	-5
OC1=C(O)c2nc3ccccc3nc21	1%	1%	111	0	11%	-7%	-9
CCCCN(C(=O)c1cccc(-n2cnnn2)c1)c1c(N)n(CC(C)C)c(=O)[nH]c1=O	?	-4%	-3	·	·	-4%	·
Cc1cc(=O)n(C)c(=O)n1CCCCCCOc1cccc([N+](=O)[O-])c1	-1%	-3%	-26	5	-2%	14%	-8
O=C1CN(c2nc(-c3ccccc3)c3cc(Cl)ccc3n2)c2ccccc2N1	-10%	-7%	?	-1	1%	-13%	-8
Clc1ccc2c(c1)C(OC1CN3CCC1CC3)c1ccccc1CS2 (stereo not given)	2%	-10%	-35	-9	-10%	83%[activator]	-18
Cc1ccc(CCNC(=O)C2CCN(S(=O)(=O)N3CCOCC3)CC2)cc1	1%	1%	-24	-2	·	29%	12
Cn1c(=O)oc2cc(S(=O)(=O)NCc3ccccc3)ccc21	-9%	1%	2	-5	-1%	-10%	-10
O=C(O)CCCC(=O)Nc1nc(-c2ccc(F)cc2)cs1	-10%	-4%	-12	2	2%	-18%	-4
CCc1nnc(NC(=O)C(C)Sc2ccccc2)s1 (stereo not given)	-17%	-4%	-15	-2	-2%	-13%	-5
OCCC1CN(Cc2ccc(Oc3ncccn3)cc2)CCN1C1CCCC1 (stereo not given)	3%	0%	5	1	3%	-14%	-2
COc1ccc(-c2ccc(N(C)C)cc2)cc1C1C2C=CCCC2(C)C(=O)N1Cc1ccccc1 (stereo not given)	·	·	·	21	0%	·	25
CSc1nnc2c(n1)OC=Nc1ccc(Br)cc1-2	2%	0%	5	-1	1%	-11%	57
CC(C)N(C(=O)[C@H]1C[C@H](CC(=O)NCc2ccco2)C(=O)N2CCc3c([nH]c4cc(CCC(=O)N(C)C)ccc34)[C@]12C)C(C)C	·	0%	-3	·	·	166%[activator]	·
CCOC(=O)c1csc(-c2snnc2C)n1	-14%	7%	18	20	1%	-20%	30
Cc1ccc(NC(=O)n2ccc(-c3ccc(-n4ccnc4)cc3)n2)cc1	-5%	14%	26	40*	2%	-21%	85*
COC(=O)c1cccc(NC(=O)Cn2nnc3ccccc32)c1	-2%	-16%	29	10	0%	-3%	33
C=CCNc1nc(C(=O)OCC(=O)Nc2ccc(S(N)(=O)=O)cc2)cs1	?	2%	10	·	·	-21%	·
COc1ccc2nc(C)cc(SCC(=O)NNC(=O)COc3cccc4ccccc34)c2c1	-5%	51%[activator]	-14	5	-5%	82%[activator]	6
CCOCCn1c(CN2CCN(CC)CC2)nc2c1c(=O)n(C)c(=O)n2C	?	0%	-37	-1	0%	-3%	-10
CCc1cc2c(=O)n(CCCOC)c(SCC(=O)Nc3oc(C)c4c(C)n[nH]c(=O)c34)nc2s1	-15%	4%	5	·	·	4%	·
CC(Oc1ccc(-n2cnnn2)cc1)C(=O)O (stereo not given)	3%	3%	-30	-1	10%	-7%	12
NC(N)=NCCC[C@H](NC(=O)[C@H](Cc1ccccc1)NC(=O)[C@@H]1CCCN1C(=O)[C@H](CO)NC(=O)[C@H](Cc1ccccc1)NC(=O)CNC(=O)[C@@H]1CCCN1C(=O)[C@@H]1CCCN1C(=O)[C@@H](N)CCCN=C(N)N)C(=O)O	·	·	·	-5	6%	·	-6
CCCNc1c(NS(=O)(=O)c2c(F)c(F)c(F)c(F)c2F)c(=O)oc2ccccc12	0%	25%	-16	28	·	-30%	30
O=C(Nc1ccc2c(c1)CCC2)C1CCN(c2c3c(nc4ncnn24)CCC3)CC1	-12%	-1%	-101*	1	-10%	90%[activator]	-6
COc1cccc(-c2nc(CS(=O)(=O)CC(=O)N3CCN(C4CCCCC4)CC3)c(C)o2)c1	?	4%	-4	-5	9%	?	-6
CC(C)c1ccc(C(=O)Nc2cccnc2)cc1	-15%	-3%	52	36*	-2%	-40%	·
Cc1cccc(/C=N/NC(=O)c2cc3c(s2)-c2ccccc2CC3)c1	-11%	59%[activator]	23	11	-5%	-30%	23
CC(C)(C)c1cc(C(=O)O)c(CN2CCCCC2)o1	4%	11%	14	-4	-2%	-14%	-19
CCCn1c2ccccc2c2cnn(CC(=O)N3CCOCC3)c(=O)c21	1%	0%	-21	1	·	39%	-3
O=C(NCc1ccco1)C1CC(c2c(Cl)cccc2Cl)=NO1 (stereo not given)	-14%	-5%	-33	16	5%	-38%	19
CC(=O)c1cccc(NC(=O)N2CCCC(C(=O)c3cc(F)ccc3F)C2)c1 (stereo not given)	6%	-7%	?	-1	3%	-14%	5
CSCCC(NC(=O)c1ccccc1)C(=O)NCCCn1nc(C)cc1C (stereo not given)	6%	0%	-13	·	·	24%	·
Cc1ccc(C(=O)NC(=S)Nc2ccc(Oc3ccc(Cl)cc3)cc2)cc1	-5%	11%	-21	-6	1%	-25%	-17
COc1cc(/C=C/C(=O)OCC(=O)NC(=O)NC23CC4CC(CC(C4)C2)C3)ccc1OCC#N	-6%	-3%	-13	-3	-11%	8.9µM*	-7
CCSc1nnc(NC(=O)C2CCN(S(=O)(=O)c3ccccc3C(F)(F)F)CC2)s1	-14%	-6%	-37	-3	6%	-17%	-2
